RAD54 branch = inhibitors of human RAD54 branch migration, primary screen, biochemical, fluorescence, single point; DNA repair and recombination protein RAD54-like (Homo sapiens), Q92698; RAD54 Holliday junction branch migration, FAM/BHQ fluorescence; inhibition, % at 10.4 µM; 360,000 compounds, 0.14% hits; AID 602329, 2012;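 active = mean normalized replicate activity at least 40 and at least half of replicates scoring 40 or more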;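 note: 0% = median of neutral control wells and 100% = median of positive control wells; inhibitors cause a drop in the FAM fluorescence signal; in these data hits start at about 50%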
PGC1a acetyl inh = inhibitors of PGC1a acetylation signal, primary screen, cell-based, U2OS, AlphaScreen, inhibitor mode. AlphaScreen anti-acetyl-lysine; with virally co-expressed GCN5 acetyltransferase. inhibition, % at 15.6 µM. 350,000 compounds, 0.17% hits. AID 651687, 2012;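 active = every replicate shows inhibition of at least 40%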;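 note: 0% = neutral control wells and 100% = positive control wells; some results beyond the cut were filed as inactive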
Cneo AK release = Cryptococcus neoformans cell lysis inducers, primary screen, AK release luminescence, single concentration. 360,000 compounds, 0.2% hits. C. neoformans lysis, adenylate kinase release luminescence, 4 h; normalised: neutral wells 0, clomiphene wells 100. lysis activity, % at 15 µM;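 active = mean lysis activity across replicates of at least 80%, whatever share of replicates individually reach that level; inactive = mean lysis activity below 80%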
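read-out = cell lysis signal | test system = log-phase Cryptococcus neoformans yeast cells | input = cells at 5 × 10^6 per mL | medium = fresh YPD growth medium | signal = luminescent adenylate kinase detection reagent | timing = 4 h at 37 °C static, read 1 h later | dosing = single dose | controls = Clomiphene as positive lysis control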
miR-122 sensor = miR-122 Renilla sensor signal increase in Huh7, primary screen, miR-122 inhibitor project, cell-based, single point, plate reader; Huh7 miR-122 Renilla luciferase sensor, 48 h; neutral wells = 0, positive control = 100; activation (reporter increase), % at 12.5 µM; 340,000 compounds, 0.3% hits; AID 602342, 2012;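 active = mean replicate activation score at least 90 and every replicate individually at or above 90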;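 note: higher luciferase means less miR-122 activity so hits act as miR-122 inhibitors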
RAD52 anneal inh = RAD52 DNA annealing inhibitors, primary screen, biochemical, FRET, single point, set 2 | inhibition, % at 18.7 µM | recombinant RAD52 DNA annealing, FRET fluorescence | DNA repair protein RAD52 homolog (Homo sapiens), P43351 | 360,000 compounds, 0.46% hits | AID 651710, 2012;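 active = every replicate showing at least 50% inhibition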
Target sequence (P43351 whole entry, looked up): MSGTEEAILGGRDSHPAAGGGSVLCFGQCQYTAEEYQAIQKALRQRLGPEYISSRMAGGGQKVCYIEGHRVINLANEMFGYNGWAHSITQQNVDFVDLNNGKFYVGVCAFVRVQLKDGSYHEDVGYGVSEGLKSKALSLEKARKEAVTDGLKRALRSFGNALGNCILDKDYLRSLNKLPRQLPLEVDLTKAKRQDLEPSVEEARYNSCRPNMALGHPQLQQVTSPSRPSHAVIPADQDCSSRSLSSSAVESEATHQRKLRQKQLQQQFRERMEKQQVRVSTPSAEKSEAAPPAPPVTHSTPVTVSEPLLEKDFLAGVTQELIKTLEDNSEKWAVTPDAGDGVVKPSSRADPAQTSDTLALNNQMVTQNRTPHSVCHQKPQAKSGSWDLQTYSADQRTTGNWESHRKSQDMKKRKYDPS
E-sel inducer = E-selectin induction in HUVECs, primary screen, imaging, HUVEC, immunofluorescence imaging, single point; AID 686992, 2013; activation, % at 7.58 µM; P16581; 260,000 compounds, 0.37% hits; normalized: neutral wells 0, TNF-alpha wells 100;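 active = mean E-selectin-positive cell signal at least 10% of the positive control, reached in at least 60% of replicates, without over 20% cell loss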;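 note: in these data hits start at about 27%; measured in HUVEC primary endothelial cells; signal is the percent of cells scored E-selectin positive by PE staining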
Target sequence (P16581 whole entry, looked up): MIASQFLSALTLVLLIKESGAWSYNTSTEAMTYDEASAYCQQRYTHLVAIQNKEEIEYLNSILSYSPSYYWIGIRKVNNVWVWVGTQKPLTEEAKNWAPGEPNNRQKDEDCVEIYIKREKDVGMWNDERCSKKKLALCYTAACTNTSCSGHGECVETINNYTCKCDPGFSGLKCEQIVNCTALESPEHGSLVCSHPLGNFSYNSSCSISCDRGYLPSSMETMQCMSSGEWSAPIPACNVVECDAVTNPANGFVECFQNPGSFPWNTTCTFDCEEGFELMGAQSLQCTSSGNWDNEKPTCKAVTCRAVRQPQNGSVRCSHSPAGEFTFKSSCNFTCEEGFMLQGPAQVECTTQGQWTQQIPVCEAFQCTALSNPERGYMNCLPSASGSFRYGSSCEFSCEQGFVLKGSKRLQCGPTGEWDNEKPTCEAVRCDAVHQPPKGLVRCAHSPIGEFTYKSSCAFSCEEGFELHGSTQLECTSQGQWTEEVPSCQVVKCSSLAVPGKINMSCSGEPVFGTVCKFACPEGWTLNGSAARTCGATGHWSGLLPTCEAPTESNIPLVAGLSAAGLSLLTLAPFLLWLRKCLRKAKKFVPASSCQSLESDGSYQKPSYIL
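System: HUVEC / Compound: single concentration / Signal: immunofluorescence imaging / Read-out: percent E-selectin-positive cells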
PglD DTNB = C. jejuni PglD acetyltransferase inhibitors, primary screen, biochemical, DTNB colorimetric, single point. 360,000 compounds, 0.098% hits. UDP-N-acetylbacillosamine N-acetyltransferase PglD (Campylobacter jejuni). inhibition, % at 12.5 µM. purified PglD enzyme, DTNB colorimetric CoA detection. AID 602405, 2012; in the data active = inhibition above about 16%, passing the limit was not always enough; note: strong numbers were not always called active
ERAP1 HTS inh = human ERAP1 aminopeptidase inhibitors, primary screen, biochemical, single point, plate reader | Endoplasmic reticulum aminopeptidase 1 (Homo sapiens), Q9NZ08 | recombinant ERAP1, Leu-AMC fluorescence, 60 min | 340,000 compounds, 0.15% hits | AID 652197, 2013 | inhibition, % at 10.7 µM;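 active = mean replicate inhibition of at least 30%, or all replicates individually reaching that 30% level; inactive = mean below 30% and not every replicate reaching it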;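 note: 0% = neutral control wells and 100% = L-leucinethiol positive control wells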
* marks the source's active call; other numbers are inactive results; nt = not tested or not shown; & = joins results of further samples; [ ] = another dose, or the depositor's remark.

SMILES	RAD54 branch	PGC1a acetyl inh	Cneo AK release	miR-122 sensor	RAD52 anneal inh	E-sel inducer	PglD DTNB	ERAP1 HTS inh
CC1=C(C(=O)NCc2ccccc2)C(c2cccs2)NC(=S)N1 (configuration not stated)	-13	1	3	1	-9	nt	-1	-2
COC(=O)c1cc(=O)n(Cc2ccco2)c(=Nc2ccc(F)cc2)s1	-13	38	3	-6	nt	nt	-5	nt
C[C@@H]1CN([C@H](C)CO)C(=O)c2cccc(NS(=O)(=O)c3ccc(Cl)cc3)c2O[C@@H]1CN(C)C(=O)Nc1ccc(F)cc1	-4	6	-2	-2[16.7 µM]	-8	0.0	0	3
Cc1cc2ccccc2c(=O)n1CC(=O)NCc1ccco1	4	nt	0	1	nt	nt	1	nt
O=C1Nc2ccccc2N=C(c2ccccc2)C1N(Cc1ccc(F)cc1)C(=O)c1cccnc1 (configuration not stated)	10	41*	-3	19	-15	0.2	-5	16
COCCn1nnnc1C(c1ccccn1)N1CCN(c2cc(Cl)ccc2C)CC1 (configuration not stated)	-5	0	0	2	nt	nt	2	nt
CC(Oc1ccccc1)C(=O)N=C1SC2CS(=O)(=O)CC2N1c1cccc(F)c1 (configuration not stated)	nt	6	nt	-8	9	nt	nt	0
CCCc1cc(=O)[nH]c2nnc(SCC(=O)Nc3ccc(C(C)=O)cc3)n12	-25	nt	0	nt	-5	0.9	3	3
COc1ccccc1S(=O)(=O)N1CCN(S(=O)(=O)c2ccccc2C#N)CC1	-6	nt	-1	nt	14	nt	9	-3
COc1ccc([N+](=O)[O-])cc1NC(=O)CCNC(=O)Cn1ccc2ccccc2c1=O	nt	11	nt	-4	-16	-0.4	nt	nt
COc1ccc(C2=NN(CN3C(=O)C(=O)c4ccccc43)C(c3ccc(Br)cc3)C2)cc1 (configuration not stated)	-3	0	2	6	7	nt	-6	-1
COc1ccc(CC(=O)Nc2nnc(C(C)C)s2)cc1	nt	-2	nt	nt	-13	3.0	nt	2
C[C@H]1CN([C@@H](C)CO)C(=O)c2cc(-c3cccc(F)c3)cnc2O[C@H]1CN(C)C(=O)c1ccccn1	6	-6	-2	-6[16.7 µM]	20	0.1	-2	0
Cc1ccc(S(=O)(=O)NC2(C(F)(F)F)C(=O)Nc3c2c(=O)n(C)c(=O)n3C)cc1 (configuration not stated)	-3	2	1	-2	nt	nt	2	nt
CC1(CC(=O)N/N=C/c2ccc(-c3cccc(C(F)(F)F)c3)o2)OCCO1	4	nt	0	-17	-6	nt	3	-2
Cc1csc2c(=O)sc(NC(=O)c3ccco3)nc12	0	7	-2	117*	-19	1.4	0	nt
CCc1nc(NCCO)c(C#N)c2c1CSC(C)(C)C2	-4	4	0	nt	-80	-0.2	1	5
C[C@H](CO)N1C[C@H](C)[C@H](CN(C)Cc2ccc(C(F)(F)F)cc2)Oc2ccc(NS(=O)(=O)c3ccccc3)cc2C1=O	2	-5	2	-1[16.7 µM]	22	-0.1	5	-14
CCO[C@H]1OC(C(=O)N2CCN(C)CC2)=C[C@@H](C2CC2)[C@@H]1CCCO	-6	4	-1	0	-8	0.2	3	-2
O=C(CSC1=NCCS1)Nc1ccc(F)cc1	1	-5	-5	-6	-12	nt	1	7
OCC[C@@H]1C[C@H](O)[C@@H](O)[C@]2(Cc3ccccc3CCO2)O1	0	nt	-1	nt	-10	0.4	4	-3
C=CCOc1c(Br)cc(CNn2c(C)n[nH]c2=S)cc1OC	2	1	0	5	-9	nt	-5	0
C[C@@H]1CN([C@H](C)CO)C(=O)c2c(c3ccccc3n2C)-c2ccccc2CO[C@H]1CN(C)S(=O)(=O)c1cccs1	5	-14	90*	nt	5	1.5	0	-2
Cc1ccccc1OCC(=O)OCC(=O)c1ccc(OC(=O)c2ccccc2)cc1	0	-4	-1	-2	nt	nt	-3	nt
COc1ccc(/C=C/C(=O)NCC2COc3ccccc3O2)c(OC)c1 (configuration not stated)	-4	-8	0	-2	-17	-1.5	-1	1
COCCN(C(=O)CSc1ncn[nH]1)c1c(N)n(Cc2ccccc2)c(=O)[nH]c1=O	3	6	-2	1	1	0.4	-6	57*
Cc1cc(C)cc(N(CC(=O)NC2CCCCCC2)S(=O)(=O)c2c(C)[nH]c(=O)[nH]c2=O)c1	nt	-3	nt	4	-4	-0.1	nt	nt
CC(C)C(C)NC(=O)CN1C(=O)NC2(CCc3ccccc32)C1=O (configuration not stated)	15	3	-2	-1	-15	0.1	-1	-2
N#Cc1c2c(c(NCCCN3CCOCC3)n3c1nc1ccccc13)CCC2	9	2	0	0	nt	nt	-1	nt
Cc1ccc2c(c1)N(CCC(=O)NCc1ccccn1)C(=O)CO2	2	-4	nt	-1	-15	nt	1	3
CN1CC(=O)N(CC(=O)Nc2ccc(N3CCOCC3)cc2)C1=O	-2	-6	-1	-6	0	nt	1	3
Cc1cnc2nc(-c3ccccc3)ccc2c1	12	-9	-2	-2	-7	-0.1	-5	5
CCN(CC(=O)Nc1ccccc1C(F)(F)F)C(=O)c1ccc(N2C(=O)CCC2=O)cc1	3	nt	-4	-4	-8	-0.1	-9	-4
O=C(O)C1CCCCC1C(=O)Nc1ccc(S(=O)(=O)N2CCOCC2)cc1 (configuration not stated)	14	16	12	-1	-5	nt	3	2
Fc1ccc(-c2nc3ccc(Cl)cn3c2Cc2ccccc2C(F)(F)F)cc1	7	-4	0	16	-20	nt	2	-3
O=C1NC(=S)N/C1=C\C=C\c1ccccc1	-30	-45	0	-2	-16	-0.2	3	1
CC(C)(C)c1ccc(C(=O)Nc2c3c(nn2C(C)(C)C)CS(=O)(=O)C3)cc1	1	4	2	1	-5	nt	3	3
CN(CC(=O)Nc1cccc(F)c1)C(=O)CN1c2cccc3cccc(c23)S1(=O)=O	12	nt	1	nt	-22	-1.4	2	-5
COc1ccc(NCN2C(=O)CCC2=O)cc1	8	10	0	2	nt	nt	-4	nt
CC(C)C(=O)NC(c1ccccc1Cl)c1c(O)ccc2ccccc12 (configuration not stated)	nt	21	nt	13	-23	nt	nt	0
COc1ccc(NS(=O)(=O)c2cccc(C(=O)NNC(=O)c3ccc(Br)o3)c2)cc1	3	nt	-2	-5	-7	-3.9	0	3
COc1ccc(-c2cc(=O)c3cc(F)ccc3[nH]2)cc1	-8	-17	1	-6	-27	0.2	-9	2
CC(=O)Nc1cccc(-c2ccnc3c2CC(C)(C(=O)Nc2ccc4c(c2)OCO4)O3)c1 (configuration not stated)	10	-70	1	15	-7	0.7	-4	3
CCc1nnc(SCc2ccc(C(=O)OC)o2)n1N	-5	-16	-2	2	nt	nt	1	nt
C[C@@H]1CN([C@@H](C)CO)C(=O)c2cc(-c3ccc(C#N)cc3)cnc2O[C@H]1CN(C)C(=O)CC1CC1	7	5	1	-7[16.7 µM]	-19	-0.3	0	-1

The last 4 records of the part above open the next one:
SMILES	RAD54 branch	PGC1a acetyl inh	Cneo AK release	miR-122 sensor	RAD52 anneal inh	E-sel inducer	PglD DTNB	ERAP1 HTS inh
COc1ccc(-c2cc(=O)c3cc(F)ccc3[nH]2)cc1	-8	-17	1	-6	-27	0.2	-9	2
CC(=O)Nc1cccc(-c2ccnc3c2CC(C)(C(=O)Nc2ccc4c(c2)OCO4)O3)c1 (configuration not stated)	10	-70	1	15	-7	0.7	-4	3
CCc1nnc(SCc2ccc(C(=O)OC)o2)n1N	-5	-16	-2	2	nt	nt	1	nt
C[C@@H]1CN([C@@H](C)CO)C(=O)c2cc(-c3ccc(C#N)cc3)cnc2O[C@H]1CN(C)C(=O)CC1CC1	7	5	1	-7[16.7 µM]	-19	-0.3	0	-1
Cc1cccc(NS(=O)(=O)c2cccc(C(=O)N3CCCCCC3)c2)c1	-9	0	-3	72	-2	nt	-4	-2
CCCCCCSc1cccc(-c2nc3ccc(Cl)cn3c2NCc2ccccc2)c1	-4	-4	-1	6	-6&-18	0.2&-0.1	1	-1&5
Cc1nc2ccc(NC(=O)c3cccc(C(F)(F)F)c3)cc2o1	-4	9	-1	14	nt	nt	-1	nt
Cc1ccc2nc(-c3cccc(Br)c3)c(CC3CCCCC3)n2c1	0	3	0	9	-104	0.1	3	-1
C[C@H](NC(=O)C[C@@H]1C[C@@H]2c3cc(NC(=O)NC4CCCCC4)ccc3O[C@@H]2[C@@H](CO)O1)c1ccccc1	-6	1	-3	4[16.7 µM]	5	0.6	5	2
O=C(Nc1ccc(NC(=O)C2CCCCC2)cn1)c1ccco1	-6	-19	-1	-6	nt	nt	-2	nt
Cc1ccc(Cn2ccc(NC(=O)c3noc4c3CCCC4)n2)cc1	0	20	1	0	nt	nt	0	nt
COc1cc(NC(=O)COC(=O)/C=C/c2ccc(OC)c(OC)c2)cc(OC)c1	-2	-7	6	7	-22	-3.5	7	0
NS(=O)(=O)c1ccc(CCNC(=O)C2CCN(S(=O)(=O)c3c(Cl)cccc3Cl)CC2)cc1	-1	4	-3	16	-25	-0.8	-2	nt
NC(=O)c1nsc(C(=O)N(CCc2ccccc2)C(C(=O)NC2CCCC2)c2ccco2)c1N (configuration not stated)	-5	0	3	-1	-4	nt	-4	0
CC1COC(c2cccn2Cc2ccccc2Cl)=N1 (configuration not stated)	-7	-10	2	-4	nt	nt	1	nt
CCCCc1nc2cc(C(=O)N3CCC[C@H]3CO)ccc2o1	-10	-6	2	-4	-11	4.3	2	-6
COCCCn1c(C2CCCCC2)nc2oc3cc(OC)ccc3c(=O)c2c1=O	1	nt	-1	-3	-10	nt	0	-1
Cn1cnnc1SCC(=O)Nc1cc(C(F)(F)F)ccc1N1CCOCC1	nt	1	nt	nt	-4	-0.6	nt	-6
CCO[C@@H]1OC(C(=O)N2CCCCCCC2)=C[C@H](c2cn(C(C)=O)c3ccccc23)[C@H]1CCCO	-7	nt	1	-5	nt	nt	4	nt
O=C(NCc1cccs1)C(=O)NCC1OCCCN1S(=O)(=O)c1ccccc1 (configuration not stated)	0	4	-2	0	nt	nt	-2	nt
COc1cccc(C2C(C(N)=O)=C(C)Nc3nc(-c4cccc(Cl)c4)nn32)c1 (configuration not stated)	5	-10	-2	-10	nt	nt	7	nt
Cc1ccc(-c2cnc(C(O)c3ccc(Cl)c(F)c3)[nH]2)cc1 (configuration not stated)	2	10	1	0	nt	nt	1	nt
Cc1ccc(NC(C)c2cc(Cl)ccc2O)cc1 (configuration not stated)	7	nt	0	-9	nt	-1.5	3	nt
C[C@@H]1CN([C@@H](C)CO)C(=O)Cc2cc(NC(=O)C3CC3)ccc2O[C@H]1CN(C)C(=O)NC1CCCCC1	7	1	0	1[16.7 µM]	0	-0.3	1	-2
CC1=NN(C(N)=S)C(=O)C1N=Nc1cccc(C(=O)O)c1 (configuration not stated)	2	3	-1	-3	1	nt	-7	5
Cc1ccc(C(C)NC(=O)c2ccco2)cc1C (configuration not stated)	4	-1	1	2	-10	nt	3	0
O=C(Nc1cccc(C(F)(F)F)c1)C1CCN(S(=O)(=O)c2ccc(N3CCCC3=O)cc2)CC1	-4	-22	-3	-15	1	nt	5	-2

Compound activity as filed in PubChem BioAssay.
